GLS inhibitor – glutaminase GLS (human) inhibition; Potency, µM (series often up to 45.5 µM), without a hit: at the top dose activity change, negative = inhibition, usual class: inhibitors; GLS enzymatic activity, qHTS titration; actives 0.21% (n = 410,000); AID 624170; further: potency means the concentration at half of the fitted maximal effect; on the % scale 0 is the no-effect control and ±100 the full control effect
Target sequence (O94925 whole entry, looked up): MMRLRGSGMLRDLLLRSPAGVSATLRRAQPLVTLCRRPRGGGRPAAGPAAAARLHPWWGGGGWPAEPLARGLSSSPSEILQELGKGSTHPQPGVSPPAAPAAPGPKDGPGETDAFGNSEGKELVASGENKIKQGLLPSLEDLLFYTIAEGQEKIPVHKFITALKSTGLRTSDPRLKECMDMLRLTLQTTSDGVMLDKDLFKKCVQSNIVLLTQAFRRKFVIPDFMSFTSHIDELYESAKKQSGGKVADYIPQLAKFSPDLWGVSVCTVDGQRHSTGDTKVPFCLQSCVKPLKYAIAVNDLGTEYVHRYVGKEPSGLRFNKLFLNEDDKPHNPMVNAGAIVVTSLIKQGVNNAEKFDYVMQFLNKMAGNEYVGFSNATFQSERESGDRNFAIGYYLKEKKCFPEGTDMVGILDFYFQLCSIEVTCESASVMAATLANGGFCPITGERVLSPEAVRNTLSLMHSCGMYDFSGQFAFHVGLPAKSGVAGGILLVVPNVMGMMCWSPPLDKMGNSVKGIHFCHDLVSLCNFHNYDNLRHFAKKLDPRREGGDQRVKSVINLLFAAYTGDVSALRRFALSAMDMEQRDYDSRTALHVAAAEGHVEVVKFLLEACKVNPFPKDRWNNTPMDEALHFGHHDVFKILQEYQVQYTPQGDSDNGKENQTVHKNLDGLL
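Two-point fluorescence kinetic (t0, 30 min RT) for hKGA; glutamate detected via glutamate oxidase–HRP–Amplex Red. Substrate: 1 mM L-glutamine solution; buffer 45 mM KH2PO4, pH 8.2.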
G9a inh – blocks human histone lysine methyltransferase G9a. Q96KQ7. G9a H3K9 monomethylation, AlphaScreen, 2 h. Potency, µM (top dose mostly 102 µM), for inactives: at the highest dose activity, negative = inhibition, most hits filed as inhibitors. actives 8.8% (n = 350,000). AID 504332; further: potency means the concentration at half of the fitted maximal effect; on the % scale 0 is the no-effect control and ±100 the full control effect; nearly all actives have a fitted effect of over 75% in size
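Compounds were preincubated with 20 nM G9a for 15 min, after which biotinylated H3K9 peptide (500 nM) and SAM (20 uM) started a 2 h room-temperature reaction. Monomethylated product was quantified by antibody-based AlphaScreen chemiluminescence.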
ERG Ets-DNA blk – blocks human ERG Ets domain binding to DNA. P11308. fluorescence polarization, His-ERG Ets domain / labelled DNA. Potency, µM (top dose mostly 76.9 µM), for inactives: at the top dose FP activity, negative = inhibition, hits mostly inhibitors. actives 0.028% (n = 370,000); active means well fitted inhibition curve with a large enough effect in the polarisation, with a control signal flat; inconclusive means small, poorly fitted or top-dose-only effect, or effect the other way, or a change in a side signal; inactive means no such curve, though single readings can be large or run the other way; the % refers to the polarisation;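 further: polarization taken with two DNA probes labelled with fluorescein and Texas red; potency means the concentration at half of the fitted maximal effect; % of control where 0% means no effect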
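His-tagged ERG Ets domain (1 uM in the protein solution; 300mM KCl, 50mM Tris-HCl, 1mM EDTA, 1mM DTT, pH 7.5) received compound, then a probe mix of 5 nM fluorescein-DNA and 100nM Texas-615-DNA. Fluorescence polarization was read for both dyes.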
PI4K2A inh – PI4K2A (human) kinase inhibition; actives 0.13% (n = 420,000); activity change, negative = inhibition, % at 76.9 µM; purified PI4K2A, ADP-Glo luminescence, 1 h; stronger effect = lower value; AID 1346378; Q9BTU6; in the data active means activity change below about -50%; inconclusive means mostly about -30% to -49%;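 further: -100% = wells without enzyme as full effect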
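In this quantitative HTS, ADP production by PI4K2A was quantified luminescently after 1 h at ambient temperature; 100 microM adenosine served as plate-quality control.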
JMJD2A Tudor – JMJD2A Tudor domain (human) inhibition. Potency, µM (highest dose often 114 µM), for inactives: at the top dose activity change, negative = inhibition, most hits filed as inhibitors. AID 504339. O75164. AlphaScreen JMJD2A-Tudor / H3K4me3 peptide binding. actives 4.4% (n = 390,000); further: potency means the concentration at half of the fitted maximal effect; on the % scale 0 is the no-effect control and ±100 the full control effect; nearly all actives have a fitted effect of over 50% in size
Pin1 inhibitor – human Pin1 inhibition. Q13526. Potency, µM (doses to about 115 µM), inactives show top-dose activity, negative = inhibition, most hits filed as inhibitors. actives 0.009% (n = 390,000). Pin1 FP peptide displacement, HiFluor488, 10 min; active means well fitted inhibition curve with a large enough effect in the polarisation, with a control signal flat, not every such curve was filed as active; inconclusive means small, poorly fitted or top-dose-only effect, or effect the other way, or a change in a side signal; inactive means no such curve, though single readings can be large or run the other way; the % refers to the polarisation; further: potency means the concentration at half of the fitted maximal effect; on the % scale 0 is the no-effect control and ±100 the full control effect
Target sequence (Q13526 whole entry, looked up): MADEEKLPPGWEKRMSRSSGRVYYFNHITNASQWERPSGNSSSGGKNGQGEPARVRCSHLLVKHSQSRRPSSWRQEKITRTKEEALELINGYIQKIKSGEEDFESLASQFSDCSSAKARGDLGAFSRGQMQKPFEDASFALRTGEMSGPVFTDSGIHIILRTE
HP1b binding inh – inhibitors of HP1-beta chromodomain binding to methylated histone tails. AlphaScreen HP1-beta / biotin-H3K9me3 peptide binding. AID 540317. Potency, µM (highest dose often 114 µM), without a hit: at the highest dose activity change, negative = inhibition, actives largely listed as inhibitors. P83916. actives 0.56% (n = 390,000); further: potency means the concentration at half of the fitted maximal effect; nearly all actives have a fitted effect of over 70% in size; inactives centre near 23
Target sequence (P83916 whole entry, looked up): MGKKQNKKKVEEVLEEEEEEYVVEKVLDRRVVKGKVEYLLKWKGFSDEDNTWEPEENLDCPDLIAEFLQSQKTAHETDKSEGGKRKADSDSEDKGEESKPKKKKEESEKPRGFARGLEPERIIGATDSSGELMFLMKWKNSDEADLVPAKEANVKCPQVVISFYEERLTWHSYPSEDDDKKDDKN
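AlphaScreen: HP1-beta (50 nM) preformed 30 min with biotin-H3(1-18)K9me3 peptide (50 nM) in PBS pH 7.4, 0.01% Tween-20. Compound added for 30 min at RT, then streptavidin donor/nickel chelate acceptor beads (10 ug/mL) for 30 min.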
PGK inhibitor – T. brucei PGK inhibition. Potency, µM (doses to about 57.5 µM), inactives show at the highest dose activity change, negative = inhibition, most hits filed as inhibitors. PGK/GAPDH coupled, Kinase-Glo luminescence, 60 min. P07378. AID 602233. actives 0.043% (n = 380,000); further: potency means the concentration at half of the fitted maximal effect; on the % scale 0 is the no-effect control and ±100 the full control effect; nearly all actives have a fitted effect of over 60% in size
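Recombinant glycosomal PGK reaction used 1,3-bisphosphoglycerate generated in-well by GAPDH (100nM final) in 100mM TEA pH 7.6, 5mM MgCl2, 0.01% Tween-20. After 60 minutes at room temperature, ATP was read by Kinase-Glo Plus luminescence end-point.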
BAZ2B block – BAZ2B (human) inhibition; AlphaScreen BAZ2B-H3K14Ac peptide displacement; actives 4.4% (n = 360,000); AID 504333; Potency, µM (titrated, usually from 114 µM), inactives show top-dose activity change, negative = inhibition, most hits filed as inhibitors; Q9UIF8; further: potency means the concentration at half of the fitted maximal effect; on the % scale 0 is the no-effect control and ±100 the full control effect; nearly all actives have a fitted effect of over 60% in size
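AlphaScreen displacement of biotin-H3(5-23)K14Ac peptide (50 nM final) from BAZ2B (50 nM final) in PBS pH 7.4, 0.01% Tween-20; complex preformed 30 min RT, then compounds (top 110 uM) 30 min RT, beads 20 min dark.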
An asterisk follows results filed as active; i = inactive; ? = inconclusive; . = no result given; [ ] = remark or other dose. Unless noted, the call rests on the fitted dose curve; in most records, active means well fitted curve in the direction sought with a large enough effect; inconclusive means small, poorly fitted or top-dose-only effect, or another doubt; inactive means no such curve, though single readings can be large; an effect the other way counts as inactive or inconclusive. An unsorted share of the library. Share with any hit: about 11%.

SMILES	GLS inhibitor	G9a inh	ERG Ets-DNA blk	PI4K2A inh	JMJD2A Tudor	Pin1 inhibitor	HP1b binding inh	PGK inhibitor	BAZ2B block
COc1ccc(CNC(C)C23CC4CC(CC(C4)C2)C3)c(OC)c1OC (stereo not drawn)	-2.2%	-34.7%[2.33 µM]	4.0%	-3.1	-21.8%	-3.6%	14.7%	-7.9%	-11.2%
CC(C)n1c(CN(C)Cc2ccccc2)nc2c1c(=O)n(C)c(=O)n2C	-2.5%	-2.5%[2.33 µM]	-1.1%	-4.0	8.4%	7.2%	11.9%	-2.8%	6.5%
CCOc1ccc(NC(=O)C2CCCN(S(=O)(=O)c3c(C)nn(C)c3C)C2)cc1 (stereo not drawn)	2.9%	-22.3%	-1.2%	4.3	-26.9%	-1.2%	22.3%	6.4%	3.9%
O=C(NC1CC1)C1=C[C@@H](c2ccc3c(c2)OCO3)C[C@@H](OCCCCO)O1	0.2%	46.3%[59 µM]	20.9%	4.1	-17.6%	-5.0%	13.2%	-10.2%	0.9%
CC(=O)N(CN1C(=O)c2ccc([N+](=O)[O-])cc2C1=O)c1cccc(C(=O)O)c1	1.2%	-49.6%	6.1%	0.6	3.3%	1.6%	37.4%	2.2%	.
O=C(CSc1nnc(CNc2ccc(F)cc2)n1Cc1ccco1)N1CCCC1	13.7%	-36.9%[59 µM]	-0.9%	-2.3	-19.2%	2.5%	38.2%	1.7%	6.9%
COc1ccccc1N(CC(=O)Nc1ccc(S(=O)(=O)N2CCCCC2)cc1)S(C)(=O)=O	16.8%	-6.9%[59 µM]	3.9%	-1.1	-28.8%	7.1%	1.3%	-3.6%	4.7%
Cc1nonc1C(=O)N/N=C/c1ccc(O)c(O)c1	?	44.7µM*	-1.9%	-62.4*	7.08µM*	-5.6%	-31.1%	?	-36.0%
O=C(N/N=C(/c1ccccc1)c1ccncc1)c1ccc2c(c1)OCO2	9.7%	11.6%	0.8%	0.1	-20.0%	-1.4%	17.8%	-3.0%	-10.8%
COc1cc(C(=O)Nc2ccc3c(c2)C(=O)c2ccccc2C3=O)cc(OC)c1OC	0.6%	-8.7%[59 µM]	1.6%	4.3	-18.5%	-0.8%	16.8%	i	-4.9%
COc1ccc(S(=O)(=O)Nc2ccc3c(c2)C(=O)N([C@H](C)CO)C[C@H](C)[C@@H](CN(C)C(=O)NC2CCCCC2)O3)cc1	-1.8%	.	-18.4%	-1.5	-11.3%	2.2%	40.0%[activator]	i	.
O=C(Nc1cccc(N2CCCC2)c1)c1cccs1	1.6%	3.16µM*	.	0.2	?	-3.9%	?	.	?
O=C1CNC(=S)N1Cc1ccccc1	12.1%	16.2%[12.7 µM]	-8.4%	3.4	-17.4%	-3.2%	37.5%[activator]	-2.5%	-14.8%
O=C(/C=C/c1ccc(Cl)cc1)Nc1cc(S(=O)(=O)N2CCOCC2)ccc1N1CCOCC1	-5.4%	.	3.1%	-1.5	-29.5%	9.9%	13.4%	13.7%	.
O=C(CSc1nnc(SCc2ccccc2)s1)N/N=C/C=C/c1ccco1	6.2%	12.6µM*	-1.2%	-21.8	39.8µM*	?	25.1µM*	-9.5%	25.1µM*
Cc1cc[n+](CC(=O)Nc2cccc(C)c2)cc1	3.5%	5.8%	5.5%	-1.6	-0.7%	-9.8%	18.9%	-3.5%	3.5%
CCc1nc2ccc(C(=O)NC3CCC(C)CC3)cc2nc1CC (stereo not drawn)	4.5%	3.6%	-1.0%	10.6	?	3.4%	24.2%	-6.1%	-2.6%[57.1 µM]
COc1ccccc1C(=O)NCCC(=O)NNC(=O)c1ccccc1O	22.7%	42.7%[activator]	9.5%	-0.8	-10.1%	2.1%	23.1%	0.4%	10.6%
O=C(O)C1(O)C[C@@H](O)C(O)[C@H](O)C1 (stereo partly drawn)	1.9%	.	3.0%	-0.6	?	-6.8%	32.1%	2.4%	.
COc1ccccc1CCNCc1ccc(OC)c(OCc2ccccc2)c1	2.7%	?	-9.9%	7.6	3.16µM*	-8.0%	?	2.9%	?
CC(C)Cc1nn2c(=O)cc(O)nc2s1	3.3%	22.8%[59 µM]	-7.7%	-2.9	2.0%	1.4%	37.0%	-3.3%	8.1%
Cc1ccc(C(=O)NCc2occc2C(=O)O)o1	?	-18.2%[59 µM]	-9.3%	2.1	?	?	-1.2%	?	?
Cc1c(C(=O)O)sc(S(=O)(=O)N2CCN(C(=O)Cc3ccc(F)cc3)CC2)c1C(=O)O	9.3%	19.7%[2.33 µM]	.	-2.4	?	?	-6.6%	i	-9.9%
Cc1cc(C)c(OCC(O)CN2CCN(C(=O)c3ccccc3)CC2)c(C)c1 (stereo not drawn)	5.7%	20µM*	2.2%	-2.0	22.4µM*	7.5%	?	-7.0%	?
CCCCOc1ccc2c(c1)C(=O)c1cc(O)ccc1-2	-13.2%	31.6µM*	-12.5%	1.1	28.2µM*	-0.2%	44.7µM*	i	35.5µM*
O=S(=O)(c1cccc(C(F)(F)F)c1)N1CCN(CC(O)COCc2ccccc2)CC1 (stereo not drawn)	20.0%	.	-12.2%	3.7	12.6µM*	-4.0%	?	-2.2%	.
O=C(Nc1nc2ccc(S(=O)(=O)N3CCCC3)cc2s1)c1ccccn1	0.2%	12.6µM*	8.4%	-4.6	?	13.6%	11.0%	-1.2%	?
O=C(COc1ccc2ccccc2c1)Nc1nc2ccccc2[nH]1	6.8%	?	-4.7%	1.2	-2.3%	12.0%	21.5%	-5.9%	-3.5%
CCCOc1ccccc1N/C(=N\S(=O)(=O)c1ccc(C)cc1)Nc1nc(C)cc(C)n1	-1.5%	.	6.0%	5.4	-5.5%	-1.6%	29.3%	-5.4%	.
O=C(Nc1ccccn1)c1cc(-c2cccc(Cl)c2)nc2ccccc12	2.0%	6.2%[59 µM]	-7.9%	2.9	-22.3%	-1.1%	22.5%	9.9%	-7.2%
COc1ccc(CCNc2ccc(S(=O)(=O)N3CCCC3)cc2[N+](=O)[O-])cc1	6.2%	?	0.0%	0.4	?	18.0%	?	1.7%	?
COc1ccc(Nc2nc(-c3cccc(OC)c3O)nc3ccccc23)cc1	13.8%	50.1µM*	3.7%	-4.6	?	-2.6%	-16.2%	-5.6%	39.8µM*
COc1ccc(-c2noc(CN(C)C(=O)c3ccc4c(c3)OCO4)n2)cc1	-0.5%	13.5%	1.9%	-3.5	-13.0%	-5.3%	12.5%	-4.0%	-2.1%
O=C(NCCO)Nc1ccc2nsnc2c1	-1.1%	-0.8%	-8.0%	-1.7	-3.4%	0.3%	27.2%	-9.0%	-3.0%
O=C(c1cc(-c2ccc(O)cc2)on1)N1CCCc2ccccc21	15.8%	?	7.1%	-5.4	-20.1%	-1.0%	44.5%	-0.3%	-8.9%
CC(c1ccco1)N(C(=O)c1ccc(Cl)c([N+](=O)[O-])c1)c1ccccn1 (stereo not drawn)	-0.1%	-30.4%	2.3%	4.8	-27.4%	3.6%	18.2%	-7.6%	-32.0%
C=CCN1CN(S(=O)(=O)c2cccc(Cl)c2)c2nc3ccccc3nc21	1.3%	79.4µM*	3.2%	-0.7	-3.9%	0.5%	36.0%	2.7%	-29.7%
Cc1ccccc1CN(c1ccc(C(=O)Nc2ccccc2C(=O)N2CCCC2)cc1)S(C)(=O)=O	6.3%	-1.6%	3.4%	6.5	-9.0%	4.3%	-1.8%	9.7%	-1.6%
CC(=O)Nc1ccc2ccc3cccc4ccc1c2c34	5.2%	-21.2%[59 µM]	-0.7%	-0.9	0.0%	?	22.4%	-0.8%	-4.9%
COc1ccc(S(=O)(=O)NCC2CCC(C(=O)NCCC(C)C)CC2)cc1 (stereo not drawn)	-0.7%	18.5%	7.5%	0.5	-9.9%	9.2%	25.4%	i	5.2%
Cc1c2cnn(CC(=O)NCc3ccccn3)c(=O)c2c(C)n1Cc1ccc(Cl)cc1	5.4%	?	-3.5%	5.4	-33.8%	-6.9%	12.2%	-1.1%	-33.9%
O=C(NNC(=S)Nc1ccc(Cl)cc1Cl)c1ccncc1	17.4%	?	-14.8%	-0.7	-22.3%	-0.6%	-21.5%	-2.6%	-4.7%
CC(C)c1ccc(OCC(=O)NCCS(=O)(=O)N2CCN(c3ccc(F)cc3)CC2)cc1	5.8%	-3.9%[59 µM]	-2.2%	4.5	0.3%	-4.3%	23.9%[57 µM]	-0.9%	-2.3%
COc1ccc(OC)c(C(C(=O)NCc2ccco2)N(C(=O)Cn2nnc3ccccc32)C2CC2)c1 (stereo not drawn)	10.7%	-8.4%	-5.3%	4.3	-22.3%	-1.3%	-7.6%	-5.2%	4.5%
CCCn1c2ccccc2c2nnc(SCC(=O)Nc3c(C)n(C)n(-c4ccccc4)c3=O)nc21	-1.9%	-9.5%	7.0%	0.5	-4.9%	3.3%	10.9%	0.4%	5.1%
CC(=O)Nc1ccc(NC(=O)c2sc(-c3ccccc3)nc2C)cc1	-0.3%	-4.0%	2.0%	-1.3	4.2%	-2.4%	13.9%	-8.3%	-1.2%
Cc1ccc(S(=O)(=O)C2(C(=O)Nc3ccc4c(c3)OCO4)CC2)cc1	5.8%	-18.2%[59 µM]	-3.3%	-5.7	-10.3%	-2.2%	24.2%	-0.5%	-0.9%
O=c1[nH]c(=O)c2[nH]c(=O)n(-c3ccccc3)c2[nH]1	6.6%	.	-2.7%	-14.3	-6.3%	-19.1%	2.0%	5.9%	.

Compound activity deposited in PubChem by National Center for Advancing Translational Sciences (NCATS).
